Bioassay records as filed in PubChem.
Vif inh = blocks HIV Vif function. inhibition, % at 7.49 µM. AID 602346. HEK293T cells, Vif self-association by quenched fluorescence, imaging, 24 h. 340,000 tested, 0.35% active; in the data active = inhibition above about 50%, passing the limit was not always enough; inconclusive = no clear call, values can overlap the other calls; inactive = below about 31%; note: some results filed as inactive read as strong as hits
iPSC survival up = hiPSC single-cell survival enhancement; ATPlite luminescence; 100% = ROCK inhibitor wells, 0% = DMSO; survival enhancement, % at 20 µM; 360,000 tested, 0.044% active; AID 602274; in the data active = survival enhancement above about 18%;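 note: cells exposed to compounds for 16 hours before the ATP read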
MITF TRPM1 inh = reduces MITF-dependent TRPM1 promoter luciferase signal; SK-MEL-5 TRPM1 promoter luciferase, 24 h; inhibition, % at 12.5 µM; 330,000 tested, 0.83% active;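 active = mean inhibition across replicates of 60% or more, whatever share of single replicates reaches that level; inconclusive = some that reach 60%, reason not given; inactive = mean inhibition across replicates below 60%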; note: values of inactives mirror those of a sister screen read the other way
HIF-2a inh = inhibitors of HIF-2a; 360,000 tested, 0.72% active; AID 624352; inhibition, % at 18.8 µM; 786-0 RCC cells HIF-2a reporter, luciferase luminescence, overnight;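 active = inhibition of the luminescence signal of 40% or more relative to plate controls, in a single-dose primary screen at 18.75 µM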
Peg3 prom inh = inhibitors of Peg3 promoter | HeLa PEG-Prom luciferase reporter, luminescence, overnight | inhibition, % at 20 µM | 360,000 tested, 1.7% active | AID 588405;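 active = inhibition of at least 50% at 20 µM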
PDI turbidity = PDI (human) enzyme inhibition. P07237. PDI insulin aggregation turbidity, A650, 90 min. inhibition, % at 10 µM. 350,000 tested, 0.052% active. AID 588391;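 active = mean inhibition across replicates of 30% or more, whatever share of single replicates reach that level; inconclusive = mean inhibition below 30% while every single replicate reaches 30%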;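 note: absorbance from insulin aggregation driven by PDI reduction with DTT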
Target sequence (P07237 whole entry, looked up): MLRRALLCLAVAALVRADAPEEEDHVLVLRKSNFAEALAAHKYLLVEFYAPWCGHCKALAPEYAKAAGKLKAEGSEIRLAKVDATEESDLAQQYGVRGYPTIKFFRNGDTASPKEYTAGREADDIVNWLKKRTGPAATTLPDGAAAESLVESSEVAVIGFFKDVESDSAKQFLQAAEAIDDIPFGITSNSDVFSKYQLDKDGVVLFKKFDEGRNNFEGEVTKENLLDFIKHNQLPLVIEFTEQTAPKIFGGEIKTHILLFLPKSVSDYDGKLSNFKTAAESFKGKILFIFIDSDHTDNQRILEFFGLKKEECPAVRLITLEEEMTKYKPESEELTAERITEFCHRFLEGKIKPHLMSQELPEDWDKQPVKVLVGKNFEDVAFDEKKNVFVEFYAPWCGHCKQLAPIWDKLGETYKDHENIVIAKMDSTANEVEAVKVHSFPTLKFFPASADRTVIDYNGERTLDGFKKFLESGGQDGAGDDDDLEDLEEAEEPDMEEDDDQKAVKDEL
CaV13 ICDI inh = Primary screen for inhibitors of IQ motif and Ca2+-dependent inactivation inhibitor domain binding in CACNA1D, Förster resonance energy transfer in living cells, …; inhibition, % at 12.3 µM; AID 743397; HEK cells, CFP/YFP FRET ICDI-IQ, plate reader, 10 min; percent FRET-ratio fall versus neutral wells; 340,000 tested, 0.098% active;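 active = mean replicate inhibition of at least 30% and at least 1% of replicates passing that level; inconclusive = only one of the two criteria is met; inactive = neither criterion is met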;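 note: 0% = median of the neutral control wells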
aDG glyco up = increases alpha dystroglycan glycosylation | activation, % at 10 µM | Pro5-aDG cells, alpha-DG glycosylation AlphaScreen (IIH6); 0% Pro5, 100% B10-LARGE cell signal | 360,000 tested, 0.22% active;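 active = activation of at least 8% versus controls, or a plate z-score of at least 8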;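 note: Pro5 are CHO cells carrying HIG-tagged alpha-DG that lacks glycosylation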
NR2E3 ag-1 = activates human photoreceptor nuclear receptor NR2E3; Q9Y5X4; GST-NR2E3/biotin-RetCOR TR-FRET, 1536-well; inhibition of corepressor binding, % at 4.78 µM; 320,000 tested, 0.12% active; AID 2300;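 active = percent inhibition above the cutoff of mean plus 3 SD of all tested compounds, set per screening campaign, cut at about 20% in these data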;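 note: 0% = DMSO wells and 100% = biotin wells as full block of FRET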
Target sequence (Q9Y5X4 whole entry, looked up): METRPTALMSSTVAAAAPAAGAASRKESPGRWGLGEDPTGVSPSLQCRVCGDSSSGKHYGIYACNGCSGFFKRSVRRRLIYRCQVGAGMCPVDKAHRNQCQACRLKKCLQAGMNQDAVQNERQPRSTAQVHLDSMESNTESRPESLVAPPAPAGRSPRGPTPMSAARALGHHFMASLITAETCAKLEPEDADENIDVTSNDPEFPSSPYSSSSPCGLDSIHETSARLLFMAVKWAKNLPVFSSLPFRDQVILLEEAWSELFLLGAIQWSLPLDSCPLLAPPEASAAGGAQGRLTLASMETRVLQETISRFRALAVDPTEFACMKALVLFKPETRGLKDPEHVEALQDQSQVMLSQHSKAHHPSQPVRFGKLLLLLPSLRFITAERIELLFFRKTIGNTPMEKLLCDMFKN
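System: GST-tagged NR2E3 plus biotinylated RetCOR corepressor; Buffer or medium: pH 7.5 Tris-based buffer; Probe or stimulus: RetCOR corepressor, biotinylated, 7 nM; Doses: compound at 4.8 µM, single dose; Schedule: 5 h incubation at 4 °C; Technique: time-resolved FRET; Evaluation: percent inhibition of TR-FRET ratio; Replication: one well per compound, singlicate testing.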
NR2E3 ag-2 = human photoreceptor-specific nuclear receptor agonism. Q9Y5X4. CHO-S Gal4-NCOR/VP16-NR2E3 two-hybrid, luciferase. inhibition of corepressor binding, % at 3.98 µM. 360,000 tested, 0.35% active. AID 602229;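 active = inhibition above the mean of all tested compounds plus 3 SD, cut at about 70% in these data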;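 note: 0% = DMSO with NR2E3 transfected cells and 100% = cells lacking NR2E3 construct; higher means lower luciferase signal from less NR2E3 corepressor binding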
Exocytosis inh = blocks lytic granule exocytosis; TALL-104 LAMP-1 surface exposure, flow cytometry; cells stimulated with thapsigargin and PMA; inhibition, % at 10 µM; 360,000 tested, 0.66% active; AID 651702;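 active = inhibition above about 55%, limit read from the data; inconclusive = no clear call, values can overlap the other calls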
An asterisk follows results filed as active; u = inconclusive; x = no result given.

SMILES	Vif inh	iPSC survival up	MITF TRPM1 inh	HIF-2a inh	Peg3 prom inh	PDI turbidity	CaV13 ICDI inh	aDG glyco up	NR2E3 ag-1	NR2E3 ag-2	Exocytosis inh
COc1cc2ccc3c(CCN(C)C)cc(OC)c(OC)c3c2cc1OC	4	-0.6	-6	20	31	-3	-2	-0.1	1	3	10
CC(=O)OC[C@@H]1CN(Cc2ccccc2)C[C@H](n2cnc3c(N4CCCC4)ncnc32)O1	x	2.9	x	17	-4	22	13	0.1	x	-1	-6
COc1cc(/C=C/C(=O)OCC(=O)Nc2cc(S(=O)(=O)N3CCOCC3)ccc2Cl)cc(OC)c1OC	0	-0.5	-1	-11	-30	-2	-6	-0.1	x	-59	1
CCC(NC(=O)NCc1cccnc1)(C(F)(F)F)C(F)(F)F	-2	-2.2	-12	11	5	-4	-5	0.0	0	6	2
CC(=O)c1c(C(C)=O)c(C)n(-c2nc(-c3ccccc3)c(C)s2)c1C	0	7.8	6	-26	2	-6	x	0.6	1	-49	1
O=C(NC1c2ccccc2-c2ccccc21)c1ccco1	-3	-0.8	17	21	10	2	x	0.2	-1	-12	-1
Cc1cccc(OCC(=O)NCC(=O)N/N=C/c2ccc([N+](=O)[O-])cc2)c1	28	3.7	-13	3	10	-6	-1	0.9	-1	-2	-1
CC(C)N1CCN(c2ccncc2S(=O)(=O)N2CCCCC2)CC1	0	-1.9	x	9	-10	5	-6	0.1	x	-21	-3
C=CCn1c(SCC(=O)Nc2cc(C)on2)nnc1-c1ccccc1F	6	-1.0	-6	8	5	1	-5	0.1	x	-6	1
COc1ccc(N2CCN(C3CCCCC3NS(=O)(=O)c3ccc(Cl)cc3)CC2)cc1 (stereo unspecified)	-5	-0.1	-2	9	14	-2	-15	-0.1	2	-5	-1
O=c1[nH]nc(-c2cccs2)c2ccccc12	x	0.0	1	14	-1	4	-3	0.1	-1	6	-1
CCOC(=O)C1=C(C)NC2=C(C(=O)CC(c3cccs3)C2)C1c1cccs1 (stereo unspecified)	x	0.8	u	46*	20	-6	x	0.0	2	-99	45
COc1ccc(Nc2ccc([N+](=O)[O-])c3nonc23)c(OC)c1	-2	0.0	-21	-64	-21	5	-5	-0.1	-6	2	-6
COc1cc(OC)cc(C(=O)Oc2ccc(/C=N/Nc3nc4ccccc4s3)cc2OC)c1	-5	1.1	-2	-198	-265	2	-5	0.3	1	-132	-2
CCOC(=O)c1c(NC(=O)C2CC2)sc(C)c1CC	0	-0.8	2	0	7	7	-3	0.1	5	2	0
CCc1ccc(NC(=O)C2CC(=O)N(C(C)C)C2)cc1 (stereo unspecified)	x	1.0	18	-12	-2	3	-9	0.2	0	-11	-5
C=C(Br)Cn1c(CCCC)nc2ccccc21	u	-2.5	2	19	23	3	x	-0.1	0	8	0
Cc1ccc(N=C2N=C(N)c3ccccc32)cc1C	15	-3.5	4	-24	-15	-8	-5	1.3	2	-6	-2
CCN(CC)c1ccc(NC(=O)CN2CCN(CC(=O)Nc3ccccc3OC)CC2)cc1	-15	-0.8	1	18	17	0	-18	0.1	-1	42	3
C[C@H](CO)N1C[C@H](C)[C@@H](CN(C)S(=O)(=O)c2cccs2)OCc2cn(nn2)CCCC1=O	0	-2.8	x	1	-11	1	x	0.0	x	-57	5
COP(C)(=O)c1c(C)nn(-c2ccccc2)c1C (stereo unspecified)	15	2.2	-3	13	-5	4	x	0.0	4	-3	0
COc1ccc(-c2[nH]ncc2/C=N/NC(=O)c2ccc(Br)cc2)c(OC)c1	-6	2.8	7	18	-2	-3	-4	0.0	-2	-16	2
Cc1ccc(NC(=O)NC2CCN(S(=O)(=O)c3ccc(F)cc3)CC2)cc1	-4	-2.4	2	18	14	4	-7	0.1	6	6	-1
CCOC(=O)c1cc(C)nc(N2CCCCC2)c1C#N	-8	0.0	-2	-18	-8	-2	-13	0.0	-1	-24	-5
CC(=O)N1c2ccc(S(=O)(=O)N3CCCC(C(=O)Nc4ccc(F)cc4)C3)cc2CC1C (stereo unspecified)	-5	-0.2	-9	25	32	-4	-5	0.7	6	13	2
Cc1ccc(OCC(=O)NCc2n[nH]c(=O)c3ccccc23)cc1	-6	-0.3	0	9	-2	-3	-6	0.0	-1	7	1
CCn1c(Cn2nnc(-c3ccccc3)n2)nnc1SCC(=O)Nc1ccccc1	9	0.8	6	12	11	-2	-9	0.0	6	-12	-1
Cc1cc(=O)n(CNC(=O)c2ccccc2)c(=S)[nH]1	-8	-1.2	9	18	28	9	x	0.3	0	3	9
CCOC(=O)c1sc(NC(=O)c2ccc3nc[nH]c3c2)nc1C	6	-0.4	-27	-162	-89	15	-3	0.1	5	-63	-10
COc1ccc(Cn2c(O)cc(=O)[nH]c2=O)cc1	9	3.9	-1	7	5	6	x	0.0	-2	-13	-3
COc1ccc(NC(=O)CCCSc2nc(-c3ccco3)cc(C(F)(F)F)n2)cc1OC	-10	2.9	5	29	22	-7	-7	0.2	2	31	5
FC(F)(F)c1nnc2ccc(NCc3cccnc3)nn12	3	1.0	-17	17	13	-7	-5	-0.2	0	-22	-2
COc1ccc(C(C#N)N2CCCCCC2)cc1OC (stereo unspecified)	12	2.6	0	8	-1	5	x	0.2	2	12	1
Cc1noc(C)c1CSc1nc2ccccc2[nH]1	2	8.6	-4	-3	-7	3	-2	-0.2	3	-12	2
O=C(Nc1cc(-c2ccccc2)sc1C(=O)O)c1cccc(F)c1	-5	-0.7	6	-71	-11	-3	-4	-0.2	x	11	20
Cc1cnc(C(=O)OCC(=O)NC2CCCCCC2)cn1	0	0.3	-7	16	3	-3	5	-0.1	0	11	-1
COc1ccc(C2CC(=O)C=C(NCc3ccc4c(c3)OCO4)C2)cc1 (stereo unspecified)	-2	0.0	6	8	9	-8	0	-0.1	0	-7	-4
Cc1ccc(S(=O)(=O)NCCC(=O)NC2CCCCCC2)cc1C	-3	0.8	-1	-2	23	-1	-4	0.4	x	30	-3
O=C(CCc1c[nH]c2ccccc12)NCCc1ccc2c(c1)OCCO2	4	0.4	-10	-1	13	4	-3	-0.1	3	-14	0
O=C(CNC(=O)c1ccc(Cl)cc1Cl)NCC1CCCO1 (stereo unspecified)	4	-0.4	4	-1	-6	0	-7	0.0	1	-29	3
Cc1ccccc1C(=O)NC(CC(C)C)C(=O)NCC(C)(C)N1CCOCC1 (stereo unspecified)	3	-0.6	-9	3	-7	4	-6	0.2	x	-4	-2
Cn1c(=O)c2c(SCC(=O)N3CCCCC3)nc(-c3ccccc3F)nc2n(C)c1=O	0	1.6	9	16	35	-2	x	-0.4	5	-2	4
COc1ccc(N2CC(C)Cn3c2nc2c3c(=O)n(CCN3CCOCC3)c(=O)n2C)cc1 (stereo unspecified)	x	-2.8	-1	9	7	-6	x	0.1	-1	1	0
O=S(=O)(NCc1csc(-c2cccnc2)n1)c1ccc2c(c1)OCCO2	-2	-0.2	-4	8	10	8	x	0.2	-2	-15	-2
Cc1ccc(Cn2ccc(NC(=O)c3cc(C)on3)n2)cc1	21	-1.4	-29	-88	-87	11	x	-0.1	1	-46	2
N#C/C(=C\c1cccc(Cl)c1)C(=O)c1ccccc1	12	-0.2	5	18	8	-15	-14	0.2	x	-8	2
CCC(C)NC(=O)c1c(N)n(/N=C/c2cccnc2)c2nc3ccccc3nc12 (stereo unspecified)	0	-1.9	-7	-44	50*	15	-7	-0.1	0	-18	17
CCCNC(=O)C(Cc1cccc(C#N)c1)NC(=O)c1cccc([N+](=O)[O-])c1 (stereo unspecified)	24	1.6	-2	7	12	-1	-6	1.9	-2	-8	2
O=C(NCCOc1ccccc1)C(=O)c1c[nH]c2ccccc12	13	-0.4	-24	-222	-117	-1	-3	0.0	2	-34	0
COc1ccccc1CCn1cnc(-c2ccc(OC)c(OC)c2)c1C(C)C	x	-0.3	x	-9	x	x	-5	0.1	x	31	9
Continued:
SMILES	Vif inh	iPSC survival up	MITF TRPM1 inh	HIF-2a inh	Peg3 prom inh	PDI turbidity	CaV13 ICDI inh	aDG glyco up	NR2E3 ag-1	NR2E3 ag-2	Exocytosis inh
O=C(CCCN1C(=O)C2CCCCN2C1=O)N1CCN(c2ccc([N+](=O)[O-])cc2)CC1 (stereo unspecified)	-14	-0.9	5	20	33	1	-5	0.1	0	17	-2
CCN(CC)c1ccc(NC(=O)C(C)C)cc1	15	-2.2	-2	-32	-2	2	-9	-0.4	-1	0	-2
CCCCCN(C(=O)CCC(=O)OC(C)C(=O)Nc1cccc(C#N)c1)c1c(N)n(CCCC)c(=O)[nH]c1=O (stereo unspecified)	-1	0.2	-10	-8	-2	1	-6	0.1	2	-33	-3
COc1ccc(CCC(=O)NCC(=O)OCc2ccccc2)cc1	3	-0.2	-4	10	-1	-4	-4	0.0	-3	-12	-5
CS(=O)(=O)N(CC(=O)N1CCCC1)c1ccc(Cl)cc1Cl	u	0.5	-2	3	9	-7	-5	0.1	-2	-37	12
Cc1ccc(CSCc2ccc(C(=O)NCCCN3CCOCC3)o2)cc1	-2	-0.1	-13	12	3	4	3	0.0	2	-22	5
CC(c1ccccn1)N(C)C(=O)c1ccc2nc(Cc3cccc(Cl)c3)oc2c1 (stereo unspecified)	-4	0.6	-26	-228	-199	0	-3	-0.1	-2	-102	4
COc1cc(C2CC(=O)N3CN(Cc4ccco4)CSC3=C2C#N)ccc1OCc1ccccc1 (stereo unspecified)	0	1.7	x	9	5	x	-3	1.2	3	-25	5
c1ccc2c(c1)CSc1ccccc1N2	0	0.1	x	-148	-87	3	-4	0.0	-2	-15	-10
COc1ccc(C(CC(=O)N2CCCCC2)c2c(O)cc(OC)cc2OC)cc1 (stereo unspecified)	-8	4.3	8	-8	-61	2	-10	0.1	3	-11	-2
CCOC(=O)c1c(C)[nH]c(C)c1C(=O)COC(=O)/C=C/c1ccco1	-14	-4.2	-8	2	-4	-3	-6	-0.1	4	-7	-1
CCNC(=S)NNC(=O)c1ccccn1	3	-0.4	12	10	2	1	-5	0.0	-5	-1	10

Just MITF TRPM1 inh and PDI turbidity (3 entries from above):
SMILES | MITF TRPM1 inh | PDI turbidity
CCOC(=O)c1cc(C)nc(N2CCCCC2)c1C#N | -2 | -2
CC(=O)N1c2ccc(S(=O)(=O)N3CCCC(C(=O)Nc4ccc(F)cc4)C3)cc2CC1C (stereo unspecified) | -9 | -4
Cc1ccc(OCC(=O)NCc2n[nH]c(=O)c3ccccc23)cc1 | 0 | -3
